High-throughput results from PubChem.
p53 reactivation – qHTS assay for re-activators of p53 using a Luc reporter; Potency, µM (doses to about 92.2 µM), without a hit: top-dose activity change, positive = activation, hits mostly activators; H1299 p53-A138V BP100-luciferase reporter, luminescence, 24 h; hit rate 0.063% among 320,000; also: % of control where 0% means no effect; nearly all actives have a fitted effect of over 45% in size
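p53-null H1299 cells stably carrying temperature-sensitive p53-A138V and a BP100-luciferase reporter were pinned with compounds (4-point, 1:5 series) and held 24 hrs at 37 deg C. Luminescence was read 10 min after detection reagent.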
MBNL1 CUG block – qHTS Assay for Inhibitors of MBNL1-poly(CUG) RNA binding; Muscleblind-like protein 1 (Homo sapiens), Q9NR56; TR-FRET MBNL1-His/biotin-(CUG)12 binding, 665/545 ratio; Potency, µM (titrated, usually from 57.5 µM), inactives show at the highest dose activity change, negative = inhibition, most hits filed as inhibitors; hit rate 0.036% among 280,000; AID 2675, 2010; active = well fitted inhibition curve with a large enough effect in the signal ratio, with a control signal flat, not every such curve was filed as active; inconclusive = small, poorly fitted or top-dose-only effect, or effect the other way, or a change in a side signal; inactive = no such curve, though single readings can be large or run the other way; the % refers to the signal ratio; also: % is scaled to controls: 0 for no effect and ±100 for the full control effect
Target sequence (Q9NR56 whole entry, looked up): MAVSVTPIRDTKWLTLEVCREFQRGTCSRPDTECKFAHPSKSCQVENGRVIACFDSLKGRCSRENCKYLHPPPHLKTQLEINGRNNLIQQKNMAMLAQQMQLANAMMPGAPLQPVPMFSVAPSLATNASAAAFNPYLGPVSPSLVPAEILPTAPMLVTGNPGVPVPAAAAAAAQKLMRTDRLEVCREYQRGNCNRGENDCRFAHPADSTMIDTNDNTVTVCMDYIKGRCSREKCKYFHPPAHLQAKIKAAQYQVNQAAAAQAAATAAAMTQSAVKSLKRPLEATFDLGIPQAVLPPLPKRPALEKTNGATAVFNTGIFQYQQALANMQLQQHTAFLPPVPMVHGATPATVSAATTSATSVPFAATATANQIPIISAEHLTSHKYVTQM
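TR-FRET between His-tagged MBNL1 and biotin-(CUG)12 RNA, detected with Tb anti-His antibody (0.055 ng/ul) and streptavidin-XL665 (5 nM), 60 min at room temperature. Compounds titrated 92 nM to 58 uM; 665/545 nm ratio normalized to buffer and complex controls.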
NPC1 prom act – qHTS Assay for NPC1 Promoter Activators; Huh7 NPC1 promoter luciferase reporter, 24 h; Potency, µM (doses to about 9.22 µM), for inactives: at the top dose activation, most hits filed as activators; hit rate 2.4% among 320,000;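 also: % of control where 0% means no effect; nearly all actives have a fitted effect of over 60% in size; reporter is driven by a mutant NPC1 promoter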
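Quantitative HTS used a cell-based reporter: Huh7 cells stably bearing the NPC1 promoter upstream of luciferase were treated with compounds for 24 h, and promoter activation was read as luminescence.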
FLuc counter – qHTS profiling assay for firefly luciferase inhibitor/activator using purifed enzyme and Km concentrations of substrates (counterscreen for miR-21 project). hit rate 6.9% among 360,000. AID 588342, 2011. Potency, µM (series often up to 57.5 µM), inactives show at the highest dose activity change, negative = inhibition, most hits filed as inhibitors. Luciferin 4-monooxygenase (Photinus pyralis), P08659. purified FLuc, Km substrates, luminescence inhibition;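 also: plate controls were vehicle for no effect and reference inhibitor for full effect; nearly all actives have a fitted effect of over 55% in size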
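Biochemical qHTS of compounds, final roughly 60 µM downward over six points, against 10 nM purified firefly luciferase using Km concentrations of substrates (10 uM D-luciferin, 10 uM ATP) in Tris acetate pH 7.5 buffer; luminescence output.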
Rab9 promoter act – qHTS Assay for Rab9 Promoter Activators | Huh7 Rab9 promoter-luciferase reporter, luminescence, 24 h | hit rate 2.8% among 320,000 | Potency, µM (titrated, usually from 9.22 µM), for the others: top-dose activation, negative = inhibition, most hits filed as activators; also: % of control where 0% means no effect; nearly all actives have a fitted effect of over 60% in size
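Quantitative HTS format; Huh7 Rab9-luciferase reporter cells (1500/well) receive compound 2 h post-plating, incubate 24 h at 37 °C, then get luciferase reagent for 10 min before luminescence reading.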
BRCA1 expr up – qHTS Assay to Identify Small Molecule Activators of BRCA1 Expression; Potency, µM (series often up to 46.1 µM), for inactives: top-dose activation, hits mostly activators; MCF7-BRCA1-FFLuc reporter, luminescence, 48 h; response scale: scaled: vehicle 0%, 10 µM genistein 100%; AID 624202, 2012; hit rate 1.1% among 380,000; also: nearly all actives have a fitted effect of over 80% in size; some results filed as inactive show a strong effect at the top dose
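Activators of BRCA1 expression were detected as increased firefly luciferase luminescence in engineered MCF7 cells after 48 h compound incubation. Signals were scaled to genistein 10 microM as full activation.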
ELG1 genotoxic – qHTS screen for small molecules that induce genotoxicity in human embryonic kidney (HEK293T) cells expressing luciferase-tagged ELG1. hit rate 1.3% among 330,000. HEK293T ELG1-luciferase reporter, luminescence, 16 h. Potency, µM (highest dose often 46 µM), without a hit: at the highest dose activity change, positive = activation, hits mostly activators; also: % of control where 0% means no effect; nearly all actives have a fitted effect of over 60% in size
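Step 1: seed 2,000 HEK293T ELG1-luciferase cells per well. Step 2: add compound or DMSO, incubate 16 hr at 37 °C. Step 3: ONE-Glo, 30 min at room temperature, read luminescence.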
VP16 counter – VP16 counterscreen qHTS for inhibitors of ROR gamma transcriptional activity; hit rate 3.5% among 310,000; Drosophila S2 Gal4-VP16 UAS-luciferase, luminescence, 20 h; Potency, µM (top dose mostly 53.6 µM), for inactives: at the top dose activity, negative = inhibition, actives largely listed as inhibitors;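 also: Gal4-VP16 expression switched on by copper sulfate through the metallothionein promoter; % is scaled to controls: 0 for no effect and ±100 for the full control effect; nearly all actives have a fitted effect of over 50% in size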
RORgamma inh – qHTS for inhibitors of ROR gamma transcriptional activity; Drosophila S2 Gal4-RORgamma UAS-luciferase reporter, 20 h; Potency, µM (titrated, usually from 53.6 µM), for the others: at the highest dose activity change, negative = inhibition, usual class: inhibitors; hit rate 5.4% among 310,000; also: % is scaled to controls: 0 for no effect and ±100 for the full control effect; nearly all actives have a fitted effect of over 60% in size
Target sequence (P51450 whole entry, looked up, the tested form may be a part): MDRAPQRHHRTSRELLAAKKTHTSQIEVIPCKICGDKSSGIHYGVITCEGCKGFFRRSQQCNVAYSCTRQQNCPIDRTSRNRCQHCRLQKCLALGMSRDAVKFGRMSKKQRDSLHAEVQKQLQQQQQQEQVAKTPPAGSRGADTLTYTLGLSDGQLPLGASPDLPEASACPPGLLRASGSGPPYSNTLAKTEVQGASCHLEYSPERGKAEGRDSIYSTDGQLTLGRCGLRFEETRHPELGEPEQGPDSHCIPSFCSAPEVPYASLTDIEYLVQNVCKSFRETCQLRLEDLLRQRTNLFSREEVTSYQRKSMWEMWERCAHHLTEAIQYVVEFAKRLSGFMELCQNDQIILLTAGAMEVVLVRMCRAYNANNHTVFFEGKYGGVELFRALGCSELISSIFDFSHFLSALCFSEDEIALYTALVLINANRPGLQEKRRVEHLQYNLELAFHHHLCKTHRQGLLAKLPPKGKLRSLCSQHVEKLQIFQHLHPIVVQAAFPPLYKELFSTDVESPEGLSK
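Drosophila Schneider cells stably carrying a metallothionein-driven Gal4 DBD–ROR gamma fusion and a UAS-Photinus luciferase reporter were exposed to compound for 1 hr, then induced with copper sulfate (700 uM final) for 20 hr at ambient temperature before luminescence reading.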
uPA surface inh – qHTS for Inhibitors of Cell Surface uPA Generation. hit rate 0.31% among 330,000. cell surface uPA generation assay, qHTS. Potency, µM (top dose mostly 38.3 µM), for inactives: at the top dose activity change, negative = inhibition, most hits filed as inhibitors; active = well fitted inhibition curve with a large enough effect; inconclusive = small, poorly fitted or top-dose-only effect; inactive = no such curve, though single readings can be large or run the other way; tested in mouse RAW 264.7 cells; also: % is scaled to controls: 0 for no effect and ±100 for the full control effect; nearly all actives have a fitted effect of over 55% in size
Numbers without * were called inactive; ? = inconclusive; . = not tested or not shown; & = joins results of further samples; [ ] = another dose, or the depositor's remark. Unless noted, calls follow the shape of the dose curve; as a rule, active = well fitted curve in the direction sought with a large enough effect; inconclusive = small, poorly fitted or top-dose-only effect, or another doubt; inactive = no such curve, though single readings can be large; an effect the other way counts as inactive or inconclusive. Potency is read from the fitted curve at half-maximal effect.

SMILES	p53 reactivation	MBNL1 CUG block	NPC1 prom act	FLuc counter	Rab9 promoter act	BRCA1 expr up	ELG1 genotoxic	VP16 counter	RORgamma inh	uPA surface inh
CCOC(=O)C1=C(c2ccccc2)Nc2ncnn2C1c1cccc(OC)c1OC (stereo unspecified)	14%	5%	-1%	1%	-5%	1%	2%	7%	-13%	-3%
Cc1ccc2sc(N3CCN(CCNC(=O)c4ccco4)CC3)nc2c1C	-3%	.	0%	2%	-7%	-19%	-1%	.	.	13%
CCC(=O)N(Cc1cc2ccc(C)cc2n2nnnc12)C1CCCCC1	-13%	66%[activator]	-1%	-1%	2%	3%	-2%	-9%	-12%	0%
COC(CNC(=O)CCc1c(C)nc2c(c(C)nn2-c2ccc(C)cc2)c1C)OC	-7%	-4%	-3%	-1%	-3%	-3%	-5%	-14%	0%	8%
COc1ccc(CN2CCN(Cc3ccc(C(F)(F)F)cc3)CC2)cc1	.	-1%	-6%	2%	-11%	-12%	-4%	3%	14%	-17%
COc1ccc(S(=O)(=O)CC(=O)c2cc3cccc(C)c3oc2=O)cc1	3%	?	-16%	1%	-2%	-44%	-1%	4%	-15%	-30%
COc1ccc(/C(N)=N/OC(=O)CCc2ccccc2)cc1OC	26%	2%	1%	-14%	-1%	58%	5%	6%	29%	12%
O=C(NC1CCCCC1)C(c1ccccc1F)N(Cc1ccco1)C(=O)Cn1nnc2ccccc21 (stereo unspecified)	-7%	2%	0%	3%	-6%	-36%	0%	-27%	14%	-2%
CC(O)CNc1ncnc2nc[nH]c12 (stereo unspecified)	2%	-7%	-2%	4%	-4%	4%	0%	-6%	9%	0%
Cc1cccc(C)c1NC(=O)Cn1nnnc1N	-3%	-8%	1%	1%	2%	1%	0%	-9%	-31%	0%
COC(=O)c1ccc(C2C(Oc3ccccc3C)C(=O)N2CCc2ccc(OC)c(OC)c2)cc1 (stereo unspecified)	0%	0%	-1%	-2%	-5%	-21%	-14%	-6%	32%	-5%
CCOc1ccc(CCNC(=O)C2CC(=O)N(CCc3ccc(OC)c(OC)c3)C2)cc1OCC (stereo unspecified)	3%	.	-2%	0%&-1%	-4%	-19%	0%	.	.	8%
Cn1c(=O)[nH]c(=O)c2c1nc(SCC(=O)O)n2Cc1ccccc1	.	1%	1%	1%	-5%	-4%	0%	-5%	-5%	-6%
CCN(CC)CCCNC(=O)c1ccccc1NC(=O)C1=CSCCO1	13%	0%	-3%	1%	1%	9%	3%	-6%	2%	5%
Cc1ccc(Cl)cc1N1CCN(S(=O)(=O)c2ccc3[nH]c(=O)ccc3c2)CC1	.	-14%	0%	1%	1%	-18%	7%	2%	-28%	-8%
O=C(O)c1cc(-c2ccco2)nc2ccccc12	5%	15%	14%	21µM*	6%	14%	4%	-10%&-15%	-22%&-17%	-6%
Cc1cccc(N2CCN(C(=O)c3ccc4c(c3)CCN4S(C)(=O)=O)CC2)c1C	-16%	-2%	-5%	6%	-9%	-19%	-8%	4%	15%	-11%
C(=N\Nc1nc(N2CCCC2)nc(N2CCCC2)n1)/c1ccncc1	-2%	3%	-1%	-3%	-5%	-13%	-6%	-16%	-11%	-1%
O=C(CCCN1C(=O)c2cccnc2Oc2ccc(Cl)cc21)N1CCCCC1	-7%	-7%	0%	-3%	1%	1%	4%	1%	1%	1%
CC12CCC(C(=O)NCc3ccc4c(c3)OCO4)(C(=O)C1=O)C2(C)C (stereo unspecified)	-6%	6%	7%	-1%	7%	-7%	-2%	12%	43%	-1%
CCC(=O)OCCNc1cc(SCCC(=O)OC)c2nonc2c1[N+](=O)[O-]	-30%[inhibitor]	?	-2%	2%	-6%	-18%&-37%	-4%	?	-11%	4%
COc1cccc(-n2c(SCC(=O)N3CCOCC3)nnc2-c2c[nH]c3ccccc23)c1	-3%	0%	1%	2%	-2%	3%	2%	4%	20%	14%
COc1ccccc1CN1CC(C(=O)NCc2cc(F)cc(C(F)(F)F)c2)CCC1=O (stereo unspecified)	2%	-1%	5%	-2%	2%	28%	-4%	9%	39%	-4%
CC(C)(C)C(=O)Nc1sc2c(c1-c1nc3ccccc3[nH]1)CCCC2	8%	-10%	-2%	0%	6%	-34%	2%	?	0.79µM*	.
O=C(Cn1c(=O)oc2ccccc21)Nc1n[nH]c(=S)s1	2%	4%	0%	-2%	4%	0%	2%	4%	6%	-13%
The results go on.
SMILES	p53 reactivation	MBNL1 CUG block	NPC1 prom act	FLuc counter	Rab9 promoter act	BRCA1 expr up	ELG1 genotoxic	VP16 counter	RORgamma inh	uPA surface inh
Cc1onc(-c2ccccc2Cl)c1C(=O)N(C)C1CCCCC1	-5%	-6%	-1%	0%	-6%	-56%	-3%	2.5µM*	-14%	?
O=C(CN1C(=O)CC(c2ccco2)Sc2ccccc21)NCc1ccc2c(c1)OCO2 (stereo unspecified)	-9%	4%	1%	1%	?	-31%	0%	19%	?	4%
O=C(Nc1ccc2c(c1)OCCO2)N1CCN(c2ccccc2)CC1	10%	2%	20%	?	17%	8%[1.84 µM]	2%	1%	24%	0%
COc1cc(C(=O)NC(C)c2ccccc2)ccc1OCC(=O)N1CCOCC1 (stereo unspecified)	?	.	-2%	3%	1%	-3%	0%	.	.	-20%
Cc1cc(=O)n2[nH]c(COc3ccccc3)nc2n1	-4%	2%	1%	?	-6%	1%	-5%	5%	15%	-4%
COC(=O)c1ccc(C)c(NC(=S)NCc2ccc(Cl)cc2)c1	1%	?	-3%	7%	-2%	-35%	1%	14µM*	8.9µM*	3%
CCn1c(CN2CCOCC2)nnc1SCC(=O)Nc1ccc(C)cc1	22%	1%	-1%	1%	-2%	-13%	1%	4%	8%	4%
C=C[C@@H]1c2ccccc2N(S(=O)(=O)c2ccc(C)cc2)[C@H](c2ccccc2)C1(C#N)C#N	?	.	-8%	3%	-3%	-27%	4%	.	.	8%
O=C(NC1CC1)C1CCCN1C(=O)NC1CCCCC1 (stereo unspecified)	-2%	-7%	-6%	1%	-1%	1%	?	-6%[10 µM]	11%	3%
O=C(CSc1cccc[n+]1[O-])Nc1cc(Cl)ccc1[N+](=O)[O-]	6%	.	.	.	.	-2%	1%	.	.	5%
O=C1C=C(N2CCCCCC2)C2(CCCCC2)O1	-2%	11%	-2%	-2%	-6%	-13%	-4%	-2%	9%	-3%
CCCC1=C(C(=O)OCC)C(c2ccc(NC(C)=O)cc2)NC(=O)N1 (stereo unspecified)	7%	1%	-2%	3%	0%	26%	?	0%	22%	12%
CCC(C)C(NC(=O)OCc1ccccc1)C(=O)NCC(c1ccccc1)N(C)C (stereo unspecified)	-1%	-12%	-2%	-1%	0%	-24%	9%	3%	-9%	14%
O=C(CSc1ccccc1)NN1C(=O)c2ccccc2C1=O	-3%	18%	-1%	-4%	0%	-11%	-2%	5%	-1%	0%
CC(=O)N1c2c(cc(Br)cc2S(=O)(=O)NCC2COc3ccccc3O2)CC1C (stereo unspecified)	-5%	-11%	-2%	5%	-5%	-23%	-8%	4%	23%	1%
CCOC(=O)N1CCN(C(=O)CCSc2ccc(C)cc2)CC1	23%	4%	8%	-3%	10%	48%	6%	29%	-28%	4%
CCCN(CCC)C(=O)CC(c1ccc(F)cc1)c1ccco1 (stereo unspecified)	8%	-1%	1%	0%	2%	-12%	2%	16%	24%	-5%
COc1cccc(CN(CC(=O)NC2CCCC2)C(=O)Cn2nnc(-c3cccs3)n2)c1	-6%	-9%	1%	3%	-8%	-24%	-2%	5%[0.365 µM]	-24%	-1%
COc1ccc2nc(SCC(=O)NC3CC3)c(C#N)cc2c1	6%	33%[activator]	14%	-1%	15%	35%	13%	10%	-26%	-2%
CC(=O)Nc1ccc(Cl)c(C(N)=O)c1	-9%	-6%	1%	-1%	-3%	4%	3%	0%	-6%	4%
CCOC(=O)Nc1ccc2c(C)cc(=O)oc2c1	?	4%	?	15µM*	?	?	18µM*	-1%	?	.
Cc1cc(C(=O)Nc2ccccc2C)on1	6%	-9%	-2%	0%	10%	39%	4%	-17%	6%	-5%
O=C1CSC(=Nc2ccc(O)cc2)N1c1ccc(O)cc1	-6%	-4%	-1%	1%	0%	-4%	6%	10%	-16%	-7%
CC(NC(=O)Cc1ccccc1)C(=O)O (stereo unspecified)	6%	.	1%	-10%	-3%	-6%	3%	.	.	-9%
Cc1ccc(NC(=O)Nc2nnc(-c3ccncc3)s2)cc1	-2%	0%	-2%	-1%	-4%	-14%	-13%	22%	6%	23%

With a hit mark in RORgamma inh, among the entries above:
compound,p53 reactivation,NPC1 prom act,Rab9 promoter act,BRCA1 expr up,RORgamma inh,uPA surface inh
CC(C)(C)C(=O)Nc1sc2c(c1-c1nc3ccccc3[nH]1)CCCC2,8%,-2%,6%,-34%,0.79µM*,.
COC(=O)c1ccc(C)c(NC(=S)NCc2ccc(Cl)cc2)c1,1%,-3%,-2%,-35%,8.9µM*,3%

Rows were taken by chance; any-hit rate near 13%.
